PME-1 primary: blocks human protein phosphatase methylesterase 1; Q9Y570; inhibition, % at 5.9 µM; actives 0.53% (n = 320,000); recombinant PME-1, FP-Rh probe fluorescence polarization;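 active = inhibition above the campaign mean of all compounds plus 3 SD, cut at about 26% in these data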;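 note: competitive labeling of PME-1 active site by serine hydrolase directed probe; 0% = PME-1 with DMSO and 100% = wells lacking PME-1 enzyme; inhibitors block probe labeling so polarization falls and inhibition rises; many of its hits are not listed in these tables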
pPAFAH inh: pPAFAH (human) enzyme inhibition | Q13093 | recombinant pPAFAH, FP-rhodamine probe fluorescence polarization | inhibition, % at 3.39 µM | actives 1.5% (n = 330,000);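 active = inhibition above the mean inhibition across the screen plus 3 SD, cut at about 25% in these data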;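 note: inhibitors block binding of the rhodamine activity-based probe so polarization drops; 0% = enzyme with DMSO and 100% = wells lacking pPAFAH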
LYPLA1 inh: blocks human lysophospholipase 1, a PME1 counter-screen; actives 0.16% (n = 320,000); inhibition, % at 5.9 µM; recombinant LYPLA1, FP-Rh probe fluorescence polarization; O75608;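 active = inhibition above the mean of all tested compounds plus 3 SD, set per campaign, cut at about 14% in these data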;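 note: inhibitors block serine hydrolase probe labeling of LYPLA1 so polarization falls; 0% = enzyme with DMSO and 100% = wells lacking LYPLA1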
Target sequence (O75608 whole entry, looked up): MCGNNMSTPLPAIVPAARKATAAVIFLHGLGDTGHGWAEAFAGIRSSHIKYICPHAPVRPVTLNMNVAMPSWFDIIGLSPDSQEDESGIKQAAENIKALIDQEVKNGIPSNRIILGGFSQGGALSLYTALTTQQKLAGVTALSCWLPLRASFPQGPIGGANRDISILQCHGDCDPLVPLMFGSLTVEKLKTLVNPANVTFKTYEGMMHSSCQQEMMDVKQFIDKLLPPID
PAFAH1B3 FP inh: inhibitors of human PAFAH1B3 | Q15102 | recombinant PAFAH1B3, FP-rhodamine probe, fluorescence polarization | inhibition, % at 3.39 µM | actives 0.28% (n = 340,000) | AID 492972;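 active = inhibition above the screen-wide average of all tested compounds plus 3 SD, cut at about 25% in these data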;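 note: 0% = enzyme with DMSO only and 100% = wells lacking PAFAH1B3 protein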
Target sequence (Q15102 whole entry, looked up): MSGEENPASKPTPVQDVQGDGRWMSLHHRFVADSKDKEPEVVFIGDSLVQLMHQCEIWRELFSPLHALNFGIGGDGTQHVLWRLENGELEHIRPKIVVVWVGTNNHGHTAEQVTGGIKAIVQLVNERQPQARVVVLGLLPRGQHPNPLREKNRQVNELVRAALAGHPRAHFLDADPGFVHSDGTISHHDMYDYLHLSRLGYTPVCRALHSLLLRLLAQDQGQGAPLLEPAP
LYPLA2 counter: LYPLA2 (human) inhibition in PME1 counter-screen | O95372 | recombinant LYPLA2, FP-Rh probe fluorescence polarization | inhibition, % at 5.9 µM | actives 0.38% (n = 320,000);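 active = inhibition above the screen-wide mean plus 3 SD, limit set per campaign, cut at about 26% in these data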;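 note: 0% = LYPLA2 with DMSO and 100% = wells lacking LYPLA2 enzyme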
PAFAH1B2 FP inh: inhibitors of human PAFAH1B2 | recombinant PAFAH1B2, FP-rhodamine activity probe, fluorescence polarization | P68402 | actives 1.2% (n = 340,000) | inhibition, % at 3.39 µM;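 active = inhibition above the mean of all tested compounds plus 3 SD, cut at about 24% in these data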;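 note: 0% = enzyme with DMSO and 100% = wells lacking PAFAH1B2; many of its hits are not listed in these tables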
Target sequence (P68402 whole entry, looked up): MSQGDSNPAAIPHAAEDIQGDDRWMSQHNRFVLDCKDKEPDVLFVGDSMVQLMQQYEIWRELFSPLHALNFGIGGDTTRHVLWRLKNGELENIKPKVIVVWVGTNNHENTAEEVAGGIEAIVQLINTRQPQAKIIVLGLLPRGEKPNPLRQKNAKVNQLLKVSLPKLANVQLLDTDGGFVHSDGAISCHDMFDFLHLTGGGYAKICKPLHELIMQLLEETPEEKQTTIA
PAD4 FP inh: blocks human protein arginine deiminase 4 | inhibition, % at 6.36 µM | actives 0.41% (n = 330,000) | recombinant PAD4, RCA probe fluorescence polarization | Q9UM07;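 active = percent inhibition above a cutoff equal to the mean of all tested compounds plus 3 SD, cut at about 15% in these data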;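 note: 0% = PAD4 with RCA probe and DMSO and 100% = probe without PAD4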
PREPL inh: inhibits the human prolyl oligopeptidase-like enzyme; recombinant PREPL, fluorescence polarization activity-based probe; AID 2751; inhibition, % at 5.96 µM; actives 0.68% (n = 320,000); Q4J6C6; in the data active = inhibition above about 43%;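 note: 0% = enzyme with DMSO and 100% = wells lacking enzyme; many of its hits are not listed in these tables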
GSTO1 inh: blocks human GSTO1 in RBBP9 counter-screen; P78417; recombinant GSTO1, activity-based probe fluorescence polarization; inhibition, % at 5.96 µM; actives 1.1% (n = 300,000); AID 1974;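 active = inhibition above the campaign mean inhibition plus 3 SD, cut at about 35% in these data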;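 note: 0% = GSTO1-1 with DMSO and 100% = wells lacking GSTO1-1 enzyme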
Target sequence (P78417 whole entry, looked up): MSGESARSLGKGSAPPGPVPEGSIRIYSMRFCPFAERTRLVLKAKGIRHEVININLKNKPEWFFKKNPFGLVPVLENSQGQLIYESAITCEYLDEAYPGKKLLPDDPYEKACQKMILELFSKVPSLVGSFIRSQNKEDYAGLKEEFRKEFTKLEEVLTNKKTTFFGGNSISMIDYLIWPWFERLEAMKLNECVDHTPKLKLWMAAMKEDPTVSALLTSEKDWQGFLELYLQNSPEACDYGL
* hit, by the source's call; . = no result given. An excerpt; count on the stated rates, not on these rows.

SMILES	PME-1 primary	pPAFAH inh	LYPLA1 inh	PAFAH1B3 FP inh	LYPLA2 counter	PAFAH1B2 FP inh	PAD4 FP inh	PREPL inh	GSTO1 inh
CCN(C[C@H]1N[C@@](Cc2ccccc2)(C(=O)OC)[C@H]2C(=O)N(Cc3ccccc3)C(=O)[C@@H]12)S(=O)(=O)c1ccc(C)cc1	.	4	.	6	.	-2	-2	4	.
COc1ccc(F)cc1S(=O)(=O)NCCN1CCOCC1	0	-3	0	6	-1	6	-1	-1	4
Cc1ccc(NC(=O)C(C)c2cccc(C(=O)c3ccccc3)c2)cc1O (configuration not stated)	-4	7	-3	-1	0	-2	0	-9	-1
COc1ccc(C2(CNC(=O)c3ccc(Br)o3)CCOCC2)cc1	-4	6	5	4	5	-2	0	-8	-1
CC1(C)O[C@@H]2CC3C4C[C@H](F)C5=CC(=O)C=CC5(C)C4C(O)CC3(C)[C@]2(C(=O)CO)O1 (some centres not stated)	3	-2	-3	6	3	5	-6	3	-2
Cc1ccc(S(=O)(=O)NCCC(=O)NCc2ccco2)cc1	4	4	-1	-2	3	-2	0	9	3
CC(C)CCNC(=O)NC(=O)CSc1nnc(COc2ccccc2Cl)o1	3	-7	-1	4	6	4	-3	-1	30
CCN(CC)CCN(C(=O)CCS(=O)(=O)c1ccccc1)c1nc2cc3c(cc2s1)OCO3	5	4	2	3	2	5	-2	14	0
O=c1cc(N2CCN(Cc3ccccc3)CC2)[nH]c(=O)n1-c1ccc(Br)cc1	-1	4	3	-1	3	11	3	9	3
CCCCNc1nc2c(-c3ccccc3)nnn2c2ccccc12	2	4	-1	0	2	3	-5	14	-13
O=C(NC1CCCC1)C1C2C=CC3(CN(Cc4cccs4)C(=O)C13)O2 (configuration not stated)	2	-1	3	6	-1	12	0	2	5
c1ccc2c(c1)NC1(CCCCCC1)n1c-2nc2ccccc21	7	6	-1	3	-3	1	0	11	-1

2 compounds from above with just LYPLA1 inh and LYPLA2 counter:
SMILES	LYPLA1 inh	LYPLA2 counter
CCN(CC)CCN(C(=O)CCS(=O)(=O)c1ccccc1)c1nc2cc3c(cc2s1)OCO3	2	2
O=c1cc(N2CCN(Cc3ccccc3)CC2)[nH]c(=O)n1-c1ccc(Br)cc1	3	3

The listing continues:
SMILES	PME-1 primary	pPAFAH inh	LYPLA1 inh	PAFAH1B3 FP inh	LYPLA2 counter	PAFAH1B2 FP inh	PAD4 FP inh	PREPL inh	GSTO1 inh
Cc1oc(-c2ccc(Cl)cc2)nc1CS(=O)CC(=O)NCc1ccccn1 (configuration not stated)	6	3	0	7	1	3	1	-9	0
COc1ccc(C(=O)Nc2ccccc2C(=O)Nc2ccccc2C(=O)O)cc1	-26	-16	-11	6	-9	-7	11	3	-17
Cc1cccc(NCc2nc(SCC(=O)Nc3ccccc3Br)n[nH]2)c1	6	1	0	9	8	6	-2	4	2
CCCCc1nnc(NC(=O)C2CC(=O)N(c3ccc(C)cc3)C2)s1 (configuration not stated)	4	2	-1	7	6	5	0	14	-4
CCCCc1nc(Cl)c(C#N)c2c1CCCC2	3	-3	4	2	4	6	-3	-2	5
Cc1ccccc1C(=O)Nc1nnc(-c2ccc(F)cc2)o1	3	5	1	8	6	1	1	-2	-4
Cc1ccc(-n2[nH]c(C)c(/C=N/N3C(=O)c4cccc5cccc(c45)C3=O)c2=O)cc1	-2	0	-2	.	-2	.	-11	21	12
CCc1nc2ccccc2n1CCC(C)C	1	6	-1	-2	6	-6	1	1	2
NC(=O)c1nn(-c2ccccc2)nc1NC(=O)Cn1nnc(-c2ccccc2)n1	-4	1	2	-4	12	1	-2	-1	-1
CC(C)CNS(=O)(=O)c1ccc(S(=O)(=O)NC2CCOC(C)(C)C2)cc1 (configuration not stated)	9	7	-3	3	1	3	1	3	4
OCCN(Cc1ccccc1)Cc1ccc(Cl)cc1Cl	0	0	-4	4	-4	8	0	-5	-5
Cc1ccc(-c2nc(CCN3C(=O)c4ccccc4C3=O)cs2)cc1	-1	-2	-4	12	-4	3	3	-2	0
Oc1ccc(Nc2nc(-c3cccs3)cs2)cc1	10	0	-9	6	0	-5	2	-6	5
CCn1cc(CN2CCN(Cc3ccc(OC)c(C)c3C)C(CCO)C2)c(C)n1 (configuration not stated)	-2	2	1	4	-4	3	5	1	1
COC(=O)CCC(=O)NNC(=O)c1cccc(Br)c1	-2	-1	2	11	5	3	-3	-4	1
COc1ccc(C2NCCn3cccc32)cc1 (configuration not stated)	3	4	4	5	8	9	-9	26	-2
Cc1nn(-c2ccccc2)c(C)c1NC(=O)COC(=O)CCCOc1ccccc1	8	12	-1	1	2	2	1	-13	1
CCOC(=O)C(C)Oc1cccc2c(=O)n(CC(=O)N3CCN(C(=O)OCC)CC3)ccc12 (configuration not stated)	0	0	-1	5	2	2	2	-6	1
CCOc1cc(/C=C(\C#N)C(=O)NCC2CCCO2)ccc1OCC(N)=O (configuration not stated)	8	-2	-2	6	4	-2	1	9	9
CC1CCN(C(=O)CSc2nc3cccnc3n2C)CC1	-9	-2	0	2	-2	-1	6	5	7
Cc1cc(CN2CCN(CCC#N)CC2)c(O)c(C2(C)CCCCC2)c1	2	9	2	5	6	3	-4	13	-3
COCCN(CCOC)S(=O)(=O)c1ccc(C(=O)Nc2ccc([N+](=O)[O-])cc2OC)cc1	-5	5	1	9	3	5	3	6	3
CC(=O)/C=C1/SC(CC(=O)O)C(=O)N1c1ccccc1 (configuration not stated)	3	3	1	4	-36	9	-1	4	-2
O=C(c1ccc(-c2cccc(Cl)c2Cl)o1)N1CCOCC1	5	21	0	9	-2	5	4	1	4
Cc1cc(C)cc(C(=O)N[C@@H](C)C(=O)N2CCC3(CC2)NCCc2[nH]cnc23)c1	8	0	-1	-3	-4	-1	3	-2	7
COc1ccc2c(c1)CCCC21NC(=O)N(CC(=O)NC(=O)NCc2ccccc2)C1=O (configuration not stated)	5	8	-1	2	8	-1	1	-3	-2
Cc1c(C(=O)NCCCN2CCOCC2)oc2ccc(S(=O)(=O)N3CCOCC3)cc12	-4	1	-2	0	-2	3	-1	1	3
CCOc1ccc(C(=O)CN2CCN(S(=O)(=O)c3ccc(OC)cc3)CC2)cc1	-1	2	0	5	11	4	-1	3	1
CSc1ncccc1C(=O)Nc1ccc2c(c1)OCCO2	.	6	.	-3	.	1	-5	20	.
Cc1nonc1CN(C)C(=O)CC1C(=O)NCCN1Cc1ccc(F)c(F)c1 (configuration not stated)	-5	6	4	-1	2	4	-7	-4	-3
C=CCSc1nnc2c(n1)OC=Nc1ccc(Br)cc1-2	-4	8	-1	7	1	2	2	5	-4
O=C(CCCCn1c(=O)[nH]c2ccsc2c1=O)NCc1cccnc1	7	3	1	6	4	5	3	12	6
CC(=O)Nc1ccc(NC(=O)c2ccc3c(c2)CCN3S(C)(=O)=O)cc1	0	0	3	0	0	6	-3	0	4
CCOC(=O)c1cc([N+](=O)[O-])sc1NC(=O)CC	1	4	1	1	1	-1	1	-1	5
CCc1nnc(NC(=O)CCC(=O)NC2CCCc3ccccc32)s1 (configuration not stated)	-2	3	-2	14	6	-3	1	-3	-1
Cc1c(NC(=O)CN2CCCc3ccccc32)c(=O)n(-c2ccccc2)n1C	2	-5	4	6	-3	4	7	-6	3

3 entries from above, ordered by number of heavy atoms, highest first:
SMILES	PME-1 primary	pPAFAH inh	LYPLA1 inh	PAFAH1B3 FP inh	LYPLA2 counter	PAFAH1B2 FP inh	PAD4 FP inh	PREPL inh	GSTO1 inh
Cc1cc(C)cc(C(=O)N[C@@H](C)C(=O)N2CCC3(CC2)NCCc2[nH]cnc23)c1	8	0	-1	-3	-4	-1	3	-2	7
Cc1nonc1CN(C)C(=O)CC1C(=O)NCCN1Cc1ccc(F)c(F)c1 (configuration not stated)	-5	6	4	-1	2	4	-7	-4	-3
CCOC(=O)c1cc([N+](=O)[O-])sc1NC(=O)CC	1	4	1	1	1	-1	1	-1	5

Later entries
SMILES	PME-1 primary	pPAFAH inh	LYPLA1 inh	PAFAH1B3 FP inh	LYPLA2 counter	PAFAH1B2 FP inh	PAD4 FP inh	PREPL inh	GSTO1 inh
Cc1cccc(N(C)S(=O)(=O)c2ccc3[nH]c(=O)c(=O)[nH]c3c2)c1	0	-1	-1	-4	2	0	-4	6	3
CCc1cc2c(=O)n(C(C)C(=O)OC3CCCCC3)cnc2s1 (configuration not stated)	-2	1	-1	0	8	-2	3	12	5
CCN=C(NCC)SC1CC(=O)N(CCc2ccccc2)C1=O (configuration not stated)	-8	2	1	.	-1	.	8	-26	4
Cc1ccc(S(=O)(=O)Nc2c(C)nn(C)c2C)c(C)c1	-1	6	2	8	8	10	-3	6	-1
COc1ccc2nc(SCC(=O)N3CCN(c4ccc(F)cc4)CC3)c(C#N)cc2c1	-2	5	-3	0	-11	-4	-2	-13	7
OCCN(/C=N/c1nc(-c2ccc(Br)cc2)cs1)CCO	-2	5	-2	2	-6	21	1	6	8
COc1cc(OC)cc(C(=O)NCCSc2c[nH]c3ccccc23)c1	4	1	-1	-4	2	-3	0	-9	3
Cc1cnc(C(=O)OCC(=O)N2CCN(C(=O)c3ccco3)CC2)cn1	-1	6	3	7	3	2	-3	1	-3
CCOC(=O)c1sc(C)c2c(=O)n(CCCN3CCOCC3)cnc12	-5	-12	3	4	-5	-1	3	8	-3
COc1ccc(S(=O)(=O)N2CCCCC2)cc1NC(=O)Cn1cnc2c1c(=O)n(C)c(=O)n2C	.	4	.	4	.	4	-2	2	.
COc1ccc(C(=O)NCCCCNC(=O)c2ccc(OC)c(OC)c2)cc1OC	4	-4	-1	6	3	1	0	10	6
COc1ccccc1NS(=O)(=O)c1cccc(C(=O)NCc2ccncc2)c1	15	2	3	2	1	6	4	-9	-1
COc1cccc(-n2c(=O)c3c(C)c(C(=O)N(C)C)sc3n(CC(=O)NCCc3ccc(OC)c(OC)c3)c2=O)c1	0	7	-1	14	-2	4	4	-1	7
Cc1c(CCO)c(=O)n(-c2ccccc2)n1S(=O)(=O)c1ccc(Cl)cc1	3	-1	-1	-1	-1	5	-3	-1	11
CC1(C(=O)NCCCN2CCOCC2)Oc2cccnc2NC1=O (configuration not stated)	-3	4	2	5	8	-1	1	14	21
Cc1cccc(OCC(=O)NNC(=O)c2ccc([N+](=O)[O-])cc2)c1	2	0	-2	10	-1	12	0	1	5
CCOCCOc1nc(C)cc(C)c1S(=O)(=O)c1ccccc1C	-3	-1	-1	4	3	-1	1	-5	1
COC(=O)C1CN(C(=O)C(C)Oc2cc(C)ccc2C(C)C)c2ccccc2O1 (configuration not stated)	1	7	-2	10	-4	-2	-3	-1	0
O=C(CN1C(=O)S/C(=C\c2ccc(Cl)cc2)C1=O)NCCCn1ccnc1	9	0	1	1	3	2	4	27	9
Cc1ccc(CN2CC(C(=O)N3CCN(c4ccccc4Cl)CC3)CC2=O)cc1 (configuration not stated)	3	0	-1	6	8	1	-5	7	.
COc1ccc(CCNC(=O)CCC(=O)NC2CCCCC2)cc1OC	-2	8	6	8	12	-1	-2	19	-1
CC1CCCC(C)N1C(=O)COC(=O)c1cccnc1Cl (configuration not stated)	.	1	.	4	.	0	-1	0	.
CCN(C(=O)CCNC(=O)Cn1cnc2ccccc2c1=O)c1ccccc1F	-2	-4	1	0	-1	-1	-2	-2	8
COc1ccccc1N1CCN(C(=O)CCCn2nc(C)c([N+](=O)[O-])c2C)CC1	3	4	7	12	5	1	2	-1	6
CCOC(=O)C1=C(C)N(CCCC(=O)O)C(=O)NC1c1ccc(Br)cc1 (configuration not stated)	2	-1	4	.	5	.	-3	8	-6
